Screens from PubChem.
TbREL1 primary: TbREL1 inhibition, primary screen. P86926. TbREL1 RNA ligation, FRET fluorescence. inhibition, % at 9.66 µM. hit rate 0.49% among 89,000. AID 1117264;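 active = inhibition above the mean inhibition across all screened compounds plus 3 SD, cut at about 11% in these data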;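 note: 0% = plate median of test wells and 100% = NSC42067 control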
Target sequence (P86926 whole entry, looked up): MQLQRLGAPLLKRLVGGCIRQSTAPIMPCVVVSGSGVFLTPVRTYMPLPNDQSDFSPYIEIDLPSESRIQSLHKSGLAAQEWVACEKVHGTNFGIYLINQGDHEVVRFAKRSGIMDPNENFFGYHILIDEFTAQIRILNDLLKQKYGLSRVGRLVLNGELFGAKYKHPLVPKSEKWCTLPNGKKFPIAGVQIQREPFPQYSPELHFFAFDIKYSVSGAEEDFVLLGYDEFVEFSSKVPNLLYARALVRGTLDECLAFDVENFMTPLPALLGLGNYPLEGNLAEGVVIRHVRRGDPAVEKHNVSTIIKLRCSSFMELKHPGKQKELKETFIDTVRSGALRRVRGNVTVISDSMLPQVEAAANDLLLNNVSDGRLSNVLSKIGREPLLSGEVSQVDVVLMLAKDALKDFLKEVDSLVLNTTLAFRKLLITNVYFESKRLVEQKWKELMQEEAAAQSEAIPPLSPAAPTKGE
An asterisk follows results filed as active.

SMILES	TbREL1 primary
CC(NS(=O)(=O)c1ccc([N+](=O)[O-])cc1)C(=O)NN (stereo unspecified)	4
CC(=O)N1Cc2cc(C(=O)NCC(F)(F)F)nc(-c3cccc(-c4cccnc4)c3)c2[C@@H]1CCO	4
CCOc1ccc(NC(=O)CSC2=NN3CCCC(=O)N=C3S2)cc1	-3
CCN(C(=O)COC(=O)c1ccccc1NCc1ccco1)c1c(N)n(Cc2ccccc2)c(=O)[nH]c1=O	-6
C[C@H](O)[C@@H]1C(=O)N2CCc3c([nH]c4ccccc34)[C@@H]2C[C@@H]1N(C)C(=O)Nc1ccccc1	-8
CCOc1ncccc1C(=O)N1CCN(S(=O)(=O)c2ccc3ccccc3c2)CC1	-1
Cc1cc(C)n(CC(=O)N/N=C/c2ccc([N+](=O)[O-])s2)n1	2
CC(=O)Nc1ccc(N2C(C(C)=O)=NN(c3ccccc3)C2c2cccs2)cc1 (stereo unspecified)	-5
CCOC(=O)c1c(-c2ccc(C)s2)csc1NC(=O)c1cccs1	4
CN1/C(=C/C=C(C#N)C#N)C(C)(C)c2ccccc21	1
COc1ccc(CC(=O)OCC(=O)N2N=C(c3ccccc3)CC2c2ccc(OC)cc2)cc1 (stereo unspecified)	1
CC(C)(C)NC(=O)Nc1ccccc1C(N)=O	-4
Cc1cc(C)c[n+](CC(=O)c2ccccc2)c1	1
CC(=O)Nc1ccc(NC(=O)Cc2ccc(S(=O)(=O)N3CCCCC3)s2)cc1	1
COc1cc2nc(CN(C)Cc3ccc(SC)cc3)[nH]c(=O)c2cc1OC	10
O=C(CN1CCC(O)CC1)N1c2ccccc2C=Cc2ccccc21	0
O=[N+]([O-])c1cccc(/C=N/Nc2nc(N3CCCCC3)nc(N3CCCCC3)n2)c1	-2
NNC(=O)c1sc2cc(C(F)(F)F)cnc2c1-c1cccs1	-4
O=C(C1CCCN1S(=O)(=O)c1ccc(Cl)s1)N1CCN(c2ccccc2)CC1 (stereo unspecified)	4
COc1cc(O)c(C(CC(=O)N2CCCC(C)C2)c2ccccc2)c(OC)c1 (stereo unspecified)	4
Cc1cccc2cc(CN(Cc3cccs3)Cc3nnnn3Cc3ccccc3)c(=O)[nH]c12	4
CC/C(=N\NC(=O)CSCc1ccc(Cl)cc1)c1ccc2c(c1)OCCO2	2
O=C(CN1C(=O)C2C3C=CC(C3)C2C1=O)Nc1ccc(S(=O)(=O)Nc2nccs2)cc1 (stereo unspecified)	-2
O=C(NCc1ccco1)[C@@H]1CSC2c3ccccc3C(=O)N21 (stereo partly specified)	4

In another format: six of the compounds above
| SMILES | TbREL1 primary |
| --- | --- |
| NNC(=O)c1sc2cc(C(F)(F)F)cnc2c1-c1cccs1 | -4 |
| O=C(C1CCCN1S(=O)(=O)c1ccc(Cl)s1)N1CCN(c2ccccc2)CC1 (stereo unspecified) | 4 |
| COc1cc(O)c(C(CC(=O)N2CCCC(C)C2)c2ccccc2)c(OC)c1 (stereo unspecified) | 4 |
| Cc1cccc2cc(CN(Cc3cccs3)Cc3nnnn3Cc3ccccc3)c(=O)[nH]c12 | 4 |
| CC/C(=N\NC(=O)CSCc1ccc(Cl)cc1)c1ccc2c(c1)OCCO2 | 2 |
| O=C(CN1C(=O)C2C3C=CC(C3)C2C1=O)Nc1ccc(S(=O)(=O)Nc2nccs2)cc1 (stereo unspecified) | -2 |

(continued)
SMILES	TbREL1 primary
CN(Cc1ccccc1)C(=O)OCc1cn(Cc2cccc(C(F)(F)F)c2)nn1	-1
CCOC(=O)c1cccc(C2=CC(=O)C[C@H](c3ccc(Cl)cc3)C2)c1	7
CCN(CC(=O)Nc1c(F)cccc1F)C(=O)c1cc(C)nc2ccccc12	-3
Cc1cc(C)n(-c2nc3c(c(=O)[nH]c(=O)n3C)n2CC(O)COc2ccccc2C)n1 (stereo unspecified)	-2
COc1ccc(CNC(=O)C(=O)NCC2CCCN2S(=O)(=O)c2cccs2)cc1 (stereo unspecified)	-1
COc1ccc2cc3cc(C(=O)NCC4CCCO4)oc3nc2c1 (stereo unspecified)	1
Cc1nn(C)c(C)c1S(=O)(=O)NCc1cccs1	-1
CCOc1cc(N2CCOCC2)c(OCC)cc1NC(=O)c1ccccc1C	-8
CC/C(=N\Nc1ccnc2cc(Cl)ccc12)c1ccc(O)cc1	2
COc1ccc(C2CC(c3ccccc3O)=NN2c2ccccc2)cc1 (stereo unspecified)	-1
Brc1cccc(Cn2c(-c3cncs3)nc3ccccc32)c1	-1
COc1ccc(N2CCN(S(=O)(=O)c3ccc4oc(=O)ccc4c3)CC2)cc1	-1

2 entries picked at random from those above:
SMILES	TbREL1 primary
COc1ccc2cc3cc(C(=O)NCC4CCCO4)oc3nc2c1 (stereo unspecified)	1
CCOC(=O)c1cccc(C2=CC(=O)C[C@H](c3ccc(Cl)cc3)C2)c1	7

Continued.
SMILES	TbREL1 primary
COc1ccccc1C1C(C(N)=O)=C(C)Nc2nc(-c3ccccc3Cl)nn21 (stereo unspecified)	4
O=C(Nc1nnc(C2CC2)s1)c1cc2ccccc2o1	-1
Cn1c(=O)c2[nH]c(SCC(=O)N3CCN(c4cccc(C(F)(F)F)c4)CC3)nc2n(C)c1=O	-1
CSCCC(NC(=O)c1ccccc1)C(=O)NCCc1ccc2c(c1)OCCO2 (stereo unspecified)	2
O=C(CSc1nc2ccsc2c(=O)n1NC(=O)c1ccccc1)Nc1nccs1	1
Cc1onc(-c2ccccc2Cl)c1C(=O)Nc1nnc(Cc2ccc(Cl)cc2)s1	-1
Cc1cccc(-n2c(=O)c(C#N)cc3c(=O)n4ccccc4nc32)c1	2
CCc1ccc(C(=O)COC(=O)C2=NN(c3ccccc3)C(=O)CC2)cc1	-2
CCOc1ccccc1NC(=O)C1CCCN(c2c(CC)c(C)nc3ncnn23)C1 (stereo unspecified)	-1
Cc1cccc(OCCNC(=S)NC(=O)c2cncc(Br)c2)c1	-4
O=S(=O)(Cc1ccc(Cl)cc1)Oc1ccc(Cl)cc1	7
O=C(/C=C/[C@H]1O[C@@H](n2ccc(=O)[nH]c2=O)[C@H](O)[C@@H]1O)N1CCN(Cc2ccc(F)cc2)CC1	1
CC(=O)c1ccc(N2CCN(c3ccnc4cc(Cl)ccc34)CC2)cc1	6
CC(=O)N(CCc1ccccc1C)Cc1cc2cc(C)ccc2[nH]c1=O	-1
CCN(CC)C(=O)C1=C(C)N(Cc2ccc(OC)cc2)C(=O)C(CC(=O)NCCc2ccccn2)C1 (stereo unspecified)	5
CCOC(=O)c1nc(C)c(C(C)=O)s1	0
O=C(CSc1cn[nH]n1)Nc1nc2ccccc2s1	2
Nc1c(C(=O)N2CCN(c3ccccc3)CC2)nnn1Cc1ccc(Cl)cc1	8
CCN(CC)S(=O)(=O)c1ccc(OC(C)C)nc1	6
O=C(CCNC(=O)c1ccc([N+](=O)[O-])cc1)NCc1ccco1	0
COc1ccc(CC(=O)NC(C)(C)CC(C)=O)cc1OC	1
Cc1cccc2cc(CN(CC3CCCO3)C(c3nnnn3Cc3ccco3)C(C)C)c(=O)[nH]c12 (stereo unspecified)	5
COC(=O)CSc1nc(NC(C)=O)nc(C)c1Br	1
COc1ccccc1N1CCN(C2CCN(S(=O)(=O)c3ccc(C)cc3)CC2)CC1	-3
CC1CCC(N2CCN(c3ncccn3)CC2)C1 (stereo unspecified)	8
C[C@H](CO)N1C[C@H](C)[C@@H](CN(C)C(=O)Nc2ccc3c(c2)OCO3)Oc2ccc(NC(=O)Cn3cnnn3)cc2C1=O	-2
Cc1cccc(/C=C2\Sc3ccc(C(=O)NCC4CCCO4)cc3N(C)C2=O)c1 (stereo unspecified)	0
N#Cc1cnn2ccc(-c3ccc4c(c3)CCC4)nc12	4
CCCCNc1c(-c2ccc(OC)c(SC(C)CC)c2)nc2ccc(Cl)cn12 (stereo unspecified)	-7
O=C(Nc1ccc(F)cc1)N1CCC(c2nc3c(nnn3Cc3ccccc3Cl)c(=O)[nH]2)CC1	-4
C=CCN1C(=O)c2cccc3c(N4CCCCC4)ccc(c23)C1=O	3
Cc1ccc(S(=O)(=O)NCCC(=O)OCC(=O)N2CCCC2=O)cc1C	6
CCc1cccc(C)c1NC(=O)CSc1nnc(-c2cc3cc(Br)ccc3o2)n1CC	-1
C/C(CC(=O)Nc1ccc2c(c1)OCO2)=N\NC(=O)c1ccccc1N	-2
CCN1CCN(C(=O)CS(=O)Cc2nc(-c3cccc(C)c3)oc2C)CC1 (stereo unspecified)	-2
Clc1ccccc1-c1nnc2sc(C3COc4ccccc4O3)nn12 (stereo unspecified)	1
COc1ccc2c(c1)cc(C(O)c1ccccn1)n2S(=O)(=O)c1ccccc1 (stereo unspecified)	-2
Cc1cc([N+](=O)[O-])c(NCCCCCCO)c([N+](=O)[O-])c1	5
O=C(c1ccccc1F)N1CCN(c2ccc([N+](=O)[O-])cc2-n2cccc2)CC1	-3
CCOC(=O)C1CCN(CC(=O)N2CCc3ccccc32)CC1	-2
O=S(=O)(Nc1nc2cc3c(cc2nc1Cl)OCCO3)c1ccccc1	4
CC(C)(C)OC(=O)NCc1cc2c(cc1/C=C/S(=O)(=O)NCc1ccc(F)cc1)OCO2	4
O=C(CSc1ccccn1)N/N=C/c1cccc([N+](=O)[O-])c1	0
CCNC(=O)C1(C)CCN1CCC(=O)c1ccc(C)cc1 (stereo unspecified)	0
Cc1ccc2[nH]c3c(c2c1)CN(C(=O)CN1c2ccc(F)cc2CCC1C)CC3 (stereo unspecified)	-5
Cc1cc(-n2c(C)cc(C(=O)CSc3nnnn3-c3ccc(Cl)cc3)c2C)no1	-2
COc1cc2c(cc1NC(=O)CSc1nnc(-c3ccccn3)n1-c1ccccc1)oc1ccccc12	8
CCCS(=O)(=O)c1nc(S(=O)(=O)c2ccc(C)cc2)c(NCCCN(C)C)s1	-2

Three of the entries above in order of their number in TbREL1 primary, lowest first:
compound | TbREL1 primary
Cc1ccc2[nH]c3c(c2c1)CN(C(=O)CN1c2ccc(F)cc2CCC1C)CC3 (stereo unspecified) | -5
CCCS(=O)(=O)c1nc(S(=O)(=O)c2ccc(C)cc2)c(NCCCN(C)C)s1 | -2
O=C(CSc1ccccn1)N/N=C/c1cccc([N+](=O)[O-])c1 | 0

Next part
SMILES	TbREL1 primary
CCCN1CCN(C(=O)c2ccc3[nH]c(C)c(C)c3c2)CC1	-1
COC(=O)c1ccccc1NC(=O)CN1CCOCC1	-1
COc1cc(C2NCCc3c2[nH]c2ccccc32)ccc1OC(C)C (stereo unspecified)	-2
OC(COc1ccc2ccccc2c1)CN1CCN(c2ccc(F)cc2)CC1 (stereo unspecified)	1
COc1ccc(CN(C)C(=O)/C=C/c2ccc(S(=O)(=O)N3CCCCCC3)cc2)cc1	-3
O=c1[nH]c(NCc2ccccc2)nc2c1CCCC2	-1
COc1cc(Cl)c(S(=O)(=O)N2CCCC2)cc1Cl	0
CCOc1ccc(NC(=O)CN2CCCC2c2cccs2)cc1S(=O)(=O)N1CCCCC1 (stereo unspecified)	-2
O=[N+]([O-])c1ccccc1CN1CCN(S(=O)(=O)Cc2ccccc2)CC1	0
COc1ccc(CCCNC(=O)C2(C)Cc3c(-c4cccc(C(N)=O)c4)ccnc3O2)cc1 (stereo unspecified)	-1
C=CCCC(=O)N1C[C@@H](CO)[C@@H](NC)C[C@H]1c1ccccc1Br	7
CCCc1cc(=O)[nH]c(SCc2ccccc2Cl)n1	6
COc1cccc(/C=N/n2c(=O)[nH]c3ccccc32)c1OC	-1
CC(C)Oc1ccc(S(=O)(=O)N2CCOCC2)cc1NC(=O)CC1CCCC1	-3
[O-][n+]1ccc(C2CC2)cc1	4
CC1CC(C)CN(C(=O)CCCNC(=O)c2ccc(Cl)cc2)C1 (stereo unspecified)	-2
COc1cc(OC)c2ccc(=O)oc2c1C(CCN1CCCC(C)C1)c1ccc(N(C)C)cc1 (stereo unspecified)	-2
COc1ccc(NC(=O)COc2coc(CN3CCc4ccccc4C3)cc2=O)cc1	2
CCOC(=O)[C@@]12CCC3=C1N(CCC3)C(=O)[C@H](CC(=O)NCc1ccc(OC)c(OC)c1)C2	4
Cc1ccc(-n2c(SCc3cccc(F)c3)nnc2-c2cccc(C)c2)cc1	6
C=CCn1c(SCC(=O)Nc2cccc3ccccc23)nnc1-c1cnccn1	3
CC(C)(C)S(=O)N1Cc2cc(=O)n(Cc3ccccc3)c(CCO)c2[C@@H]1CCO (stereo partly specified)	1
CCCCNC(=O)CCc1c(C)nc2nc(-c3cc(OC)cc(OC)c3)nn2c1C	2
CC(C)(C)NC(=O)Cn1c(-c2nonc2N)nc2ccccc21	1
Cc1ccc(C(=O)NCc2ccccn2)cc1S(=O)(=O)N1CCOCC1	1
COc1ccc(C(CNC(=O)CCNS(=O)(=O)c2ccc(C)cc2)N2CCOCC2)cc1 (stereo unspecified)	5
Cc1ccc2c(c1)-n1c(nc3ccccc3c1=O)C(Cc1ccc(O)cc1)NC2=O (stereo unspecified)	1
CCCCn1nnnc1SCC(=O)Nc1sc2c(c1C#N)CCCC2	3
O=C1NC(=S)S/C1=C\c1ccc(SCc2ccccc2)o1	43*
CCOC(=O)c1ccc(NC(=O)CSc2ncccn2)cc1	0
Cc1nc(SCC(=O)N(C)C2CCS(=O)(=O)C2)c2ccccc2n1 (stereo unspecified)	7
Cn1cc(C(=O)c2ccc(Cl)cc2Cl)cc1C(=O)N/N=C(\N)COc1ccc(Cl)cc1	-1
Fc1ccc(Nc2c(-c3ccco3)nc3ccccn23)cc1	6
Cc1noc(C)c1COC(=O)c1cccnc1Cl	0

An excerpt from above in order of molar mass, rising.
SMILES	TbREL1 primary
Cc1noc(C)c1COC(=O)c1cccnc1Cl	0
Cc1ccc(C(=O)NCc2ccccn2)cc1S(=O)(=O)N1CCOCC1	1
CCCCn1nnnc1SCC(=O)Nc1sc2c(c1C#N)CCCC2	3
Cc1ccc2c(c1)-n1c(nc3ccccc3c1=O)C(Cc1ccc(O)cc1)NC2=O (stereo unspecified)	1
COc1ccc(C(CNC(=O)CCNS(=O)(=O)c2ccc(C)cc2)N2CCOCC2)cc1 (stereo unspecified)	5

Some of the compounds tested (hit frequency here may not be typical).
